Screens: PubChem BioAssay, several laboratories
CCHFV vOTU inh: CCHFV vOTU protease inhibition; Pep-AMC fluorescence; inhibition, % at 11.5 µM; 0.55% of 370,000 active; AID 651958; also: 0% = vehicle wells with enzyme and 100% = no enzyme wells
BioA inh: BioA (M. tuberculosis) enzyme inhibition. purified M. tuberculosis BioA enzyme, plate reader. inhibition, % at 9.99 µM. 0.096% of 360,000 active. AID 602481; in the data active = inhibition above about 40%; inconclusive = no clear call, values can overlap the other calls
BoNT A protease: BoNT A light chain protease inhibition | inhibition, % at 10 µM | 0.17% of 360,000 active | multiplex microsphere protease substrate cleavage, flow cytometry | AID 588499; in the data active = inhibition above about 30%; inconclusive = no clear call, values can overlap the other calls; also: plate controls were buffer without enzyme for full effect and enzyme alone for no effect
PrPC TRFRET: inhibitors of human cell surface prion protein PrPC; TR-FRET read-out; 0.43% of 370,000 active; inhibition, % at 13.8 µM; P04156; in the data active = inhibition above about 24%; also: 0% = median of the test wells and 100% = reference compound wells
FBA Mtb inh: inhibits M. tuberculosis FBA enzyme. P9WQA3. purified M. tuberculosis FBA, fluorescence read-out. inhibition, % at 1 µM. 2.3% of 360,000 active. AID 588726; in the data active = inhibition above about 27%;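 also: 0% = vehicle and 100% = reference inhibitor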
Target sequence (P9WQA3 whole entry, looked up): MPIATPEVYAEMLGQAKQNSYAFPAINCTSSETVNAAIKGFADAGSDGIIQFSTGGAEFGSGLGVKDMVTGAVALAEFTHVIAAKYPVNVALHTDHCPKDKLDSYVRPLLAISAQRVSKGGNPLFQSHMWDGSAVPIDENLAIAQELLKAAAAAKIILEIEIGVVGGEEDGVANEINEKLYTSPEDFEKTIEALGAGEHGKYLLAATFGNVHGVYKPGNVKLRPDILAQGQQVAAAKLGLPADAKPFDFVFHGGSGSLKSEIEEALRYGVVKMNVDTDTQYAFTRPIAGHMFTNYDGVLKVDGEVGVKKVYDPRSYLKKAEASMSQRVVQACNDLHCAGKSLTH
UGM FP inh: blocks M. tuberculosis UGM enzyme; P9WIQ1; purified UGM, fluorescence polarization probe displacement; inhibition, % at 10 µM; 0.06% of 320,000 active; AID 504406; in the data active = inhibition above about 10%, passing the limit was not always enough; inconclusive = no clear call, values can overlap the other calls
Target sequence (P9WIQ1 whole entry, looked up): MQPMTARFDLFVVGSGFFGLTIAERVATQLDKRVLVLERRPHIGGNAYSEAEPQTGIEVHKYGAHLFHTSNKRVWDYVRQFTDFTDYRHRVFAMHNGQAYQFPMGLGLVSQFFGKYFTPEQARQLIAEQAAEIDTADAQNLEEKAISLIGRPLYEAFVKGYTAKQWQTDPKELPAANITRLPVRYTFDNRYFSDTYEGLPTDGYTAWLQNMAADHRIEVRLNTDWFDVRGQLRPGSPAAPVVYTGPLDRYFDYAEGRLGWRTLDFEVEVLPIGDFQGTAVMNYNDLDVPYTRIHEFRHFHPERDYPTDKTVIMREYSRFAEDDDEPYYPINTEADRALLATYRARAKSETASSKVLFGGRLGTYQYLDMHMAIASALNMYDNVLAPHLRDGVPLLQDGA
FadD28 binding: inhibitors of Mycobacterium tuberculosis FadD28 bisubstrate binding | FadD28 bisubstrate probe binding, fluorescence polarization | inhibition, % at 12.5 µM | 0.22% of 360,000 active; in the data active = inhibition above about 8.5%, passing the limit was not always enough; inconclusive = no clear call, values can overlap the other calls
GDH-TPI inh: counter-screen for M. tuberculosis FBA inhibitors: GDH-TPI coupled enzymes | 1.2% of 360,000 active | AID 588335 | GDH-TPI coupled enzyme counterscreen, NADH absorbance | inhibition, % at 4.8 µM;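 also: 0% = DMSO wells and 100% = wells lacking the enzyme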
BoNT-F LC inh: inhibitors of Botulinum neurotoxin F light chain protease; Multiplex microsphere protease cleavage assay, flow cytometry; inhibition, % at 10 µM; 0.22% of 360,000 active; AID 588497; in the data active = inhibition above about 35%, passing the limit was not always enough; inconclusive = no clear call, values can overlap the other calls; also: plate controls were buffer without enzyme for full effect and enzyme alone for no effect
* marks the source's active call; other numbers are inactive results; ? = inconclusive; nt = no result given; & = joins results of further samples. Rule as the data show it, unless noted: active = inhibition above about 30%; inactive = the rest.

no.	SMILES	CCHFV vOTU inh	BioA inh	BoNT A protease	PrPC TRFRET	FBA Mtb inh
1	COc1ccc(CCN(Cc2cc3cc(C)cc(C)c3nc2Cl)C(=O)C2CC2)cc1	13	-1.6	0.0	-8	0
2	Cc1ccccc1NC(=O)Nc1cnccn1	11	-2.2	4.1	-1	2
3	CC1CC(C)CN(CC(O)COCCOc2ccc(Br)cc2)C1 (stereo not drawn)	29	nt	0.3	6	-1
4	CN1C(=S)SC(/[N+]([O-])=C\c2cccs2)C1(C)C (stereo not drawn)	8	-1.7	-0.4	-4	0
5	COc1cccc(NC(=O)CNC(=O)c2cccs2)c1	1	-0.1	-0.7	1	2
6	O=C(CCN1C(=O)CSc2ccccc21)Nc1ccc(OC(F)(F)F)cc1	11	-0.6	-0.2	-14	-1
7	CC(=O)NC1(C(F)(F)F)C(=O)Nc2c1c(=O)[nH]c(=O)n2-c1ccccc1 (stereo not drawn)	11	nt	-1.2	-7	1
8	CCc1cc(Cn2nc(-c3ccccc3)cc2C(=O)NCc2cccc(Br)c2)on1	-3	0.1	0.9	16	1
9	O=C(c1ccccc1)C1N=NCC1c1ccc(Cl)cc1 (stereo not drawn)	9	-0.6	0.1	-15	-4
10	O=c1[nH]c2ccccc2nc1/C=C/c1ccc(Cl)cc1	5	-1.1	1.9	0	0
11	CCN1C(=O)[C@H]2[C@@H](c3ccc(-c4cccc(Cl)c4)cc3)N[C@@](CC(C)C)(C(=O)OC)[C@H]2C1=O	-2	-1.3	-0.3	2	2
12	CCCn1c(CCC(=O)O)nc2cc(S(=O)(=O)N3CCCC3)ccc21	1	0.5	0.7	0	0

no.	UGM FP inh	FadD28 binding	GDH-TPI inh	BoNT-F LC inh
1	0.4	-2.2	4	4
2	2.5	0.4	1	2
3	-0.4	-2.6	2	0
4	1.6	-0.3	20	14
5	-0.5	-2.1	9	3
6	-0.4	0.8	-1	-6
7	0.6	-0.2	5	-4
8	1.9	-3.5	6	2
9	nt	nt	15	0
10	1.8	-3.8	3	-4
11	-2.1	-0.4	-10	2
12	-2.9	-2.5	-5	-15

(list continues)
no.	SMILES	CCHFV vOTU inh	BioA inh	BoNT A protease	PrPC TRFRET	FBA Mtb inh
13	O=C(CNC(=O)C(c1ccccc1)c1ccccc1)N/N=C\c1cccc(O)c1	-8	-1.5	-0.2	2	0
14	COc1cc(/C=C/C(=O)c2cccc([N+](=O)[O-])c2)cc(OC)c1OC	-3	nt	4.4	3	1
15	Cc1ccc(/C=C/C(=O)OCC(=O)Nc2ccc3[nH]c(=O)[nH]c3c2)o1	20	-1.0	5.2	-4	0
16	COc1ccc(Br)cc1CNC(=O)CCCc1cn(C)c2ccccc12	2	-0.9	0.3	9	7
17	O=C(O)CCn1c(CO)nc2ccccc21	-12	nt	-0.3	-3	1
18	COc1ccc(NC(=O)CS(=O)c2ccc(Br)cc2)cc1 (stereo not drawn)	14	-0.3	-0.8	-4	1
19	Cn1ncc2c(Nc3ccccc3Br)ncnc21	5	2.4	0.7	9	-7
20	COc1ccc(CNC(=O)CN2C(=O)NC3(CCCCCC3)C2=O)cc1	5	0.2	0.2	-1	-1
21	O=C(Nc1cccnc1)c1ccc(Br)c(S(=O)(=O)N2CCCC2)c1	-13	3.3	-0.8	13	0
22	N#C/C(=C\c1ccc(O)c(O)c1)C(=O)N1CCc2ccccc21	12	-0.1	-1.1	-2	-16
23	C(=Nc1cccc2c(N=Cc3ccco3)cccc12)c1ccco1	nt	nt	-1.6	nt	62*
24	CN(C)c1ccc(P(=O)(OCc2ccccc2)C(O)c2cccnc2)cc1 (stereo not drawn)	-8	-0.4	0.0	3	-2

no.	UGM FP inh	FadD28 binding	GDH-TPI inh	BoNT-F LC inh
13	-0.9	-6.4	-1	-10
14	0.1	-2.0	29	-3
15	-2.5	-2.1	-7	1
16	0.9	-2.3	18	1
17	-0.8	-2.9	5	-1
18	-3.3	-1.4	1	-5
19	-2.4	-2.5	3	17
20	-1.7	-4.7	-12	-5
21	0.0	-1.6	5	-4
22	3.7	2.5	5	-12
23	5.6	-1.7	4	-12
24	1.0	-2.6	-17	1

Further records.
no.	SMILES	CCHFV vOTU inh	BioA inh	BoNT A protease	PrPC TRFRET	FBA Mtb inh
25	Cc1ccccc1CN1CCN(C(=O)c2cccc(F)c2)CC1	7	0.8	-0.4	-1	4
26	Cc1ccc(C)c(S(=O)(=O)N2CCCOC2CNC(=O)C(=O)NCc2ccco2)c1 (stereo not drawn)	-5	nt	-1.3	4	2
27	CCCCn1c(=NC(=O)c2ccc3c(c2)OCO3)c(C#N)cc2c(=O)n3cccc(C)c3nc21	-38	0.7	63*	-4	77*
28	Cc1cccc(OCC(=O)O/N=C(\N)c2ccccn2)c1	-6	nt	-0.3	6	0
29	N#Cc1ccsc1NC(=O)CSc1nnc(NC2CC2)s1	-8	-2.1	0.3	14	7
30	Cc1cc(=O)oc2cc(OCC(=O)N3CCc4ccccc4C3)ccc12	-1	nt	-0.4	-3	15
31	CCOc1ccccc1NC(=O)C1CCCN(c2c(CC)c(C)nc3ncnn23)C1 (stereo not drawn)	0	4.9	-1.4	9	-1
32	OCC[n+]1ccc(/C=C/c2c[nH]c3ccccc23)cc1	-1	nt	-1.5	-36	-16
33	CN(c1ccccc1C(=O)Nc1ccc(CC#N)cc1)S(=O)(=O)c1ccccc1	-1	2.5	-11	2	0
34	Oc1ccc(Cl)cc1CNc1cccc2cccnc12	102*	-1.0	2.5	-14	-2
35	C[C@H](CO)N1C[C@H](C)[C@@H](CN(C)Cc2ccncc2)Oc2ccc(NC(=O)CCCCCC(=O)Nc3ccccc3N)cc2C1=O	12	-0.5&-2.1	0.2	0	1
36	CCOP(=O)(c1ccc(N(C)C)cc1)C(O)c1ccncc1 (stereo not drawn)	-7	nt	-0.3	0	2

no.	UGM FP inh	FadD28 binding	GDH-TPI inh	BoNT-F LC inh
25	-0.6	-0.6	-1	11
26	-1.1	-0.7	7	-14
27	0.5	-0.4	-2	38*
28	-0.2	-3.4	9	-10
29	nt	1.3	9	-3
30	0.4	-5.1	-7	0
31	-0.6	-0.4	8	-11
32	-7.1	-0.8	2	1
33	0.4	-0.7	-17	-18
34	-2.4	-2.0	20	?
35	-2.5	-1.5	5	3
36	0.0	-1.6	-2	-4

Only CCHFV vOTU inh, for 2 of the compounds above:
# | compound | CCHFV vOTU inh
26 | Cc1ccc(C)c(S(=O)(=O)N2CCCOC2CNC(=O)C(=O)NCc2ccco2)c1 (stereo not drawn) | -5
27 | CCCCn1c(=NC(=O)c2ccc3c(c2)OCO3)c(C#N)cc2c(=O)n3cccc(C)c3nc21 | -38

Part of the list above, with two lines to a compound:
Values run as follows: CCHFV vOTU inh | BioA inh | BoNT A protease | PrPC TRFRET | FBA Mtb inh | UGM FP inh | FadD28 binding | GDH-TPI inh | BoNT-F LC inh
(30) Cc1cc(=O)oc2cc(OCC(=O)N3CCc4ccccc4C3)ccc12
 : -1 | nt | -0.4 | -3 | 15 | 0.4 | -5.1 | -7 | 0
(31) CCOc1ccccc1NC(=O)C1CCCN(c2c(CC)c(C)nc3ncnn23)C1 (stereo not drawn)
 : 0 | 4.9 | -1.4 | 9 | -1 | -0.6 | -0.4 | 8 | -11
(32) OCC[n+]1ccc(/C=C/c2c[nH]c3ccccc23)cc1
 : -1 | nt | -1.5 | -36 | -16 | -7.1 | -0.8 | 2 | 1

(cont.)
no.	SMILES	CCHFV vOTU inh	BioA inh	BoNT A protease	PrPC TRFRET	FBA Mtb inh
37	COc1ccc(S(=O)(=O)N2CCCC(C(=O)N3CCCCCC3)C2)cc1 (stereo not drawn)	nt	-2.2	0.1	nt	3
38	COc1ccc(C(=O)NCC(c2ccco2)N2CCCC2)cc1S(=O)(=O)N1CCCCC1C (stereo not drawn)	0	-1.7	-2.7	5	1
39	Cc1ccc([N+](=O)[O-])cc1NC(=O)c1ccoc1C	1	0.3	-0.3	0	0
40	Cc1ccc(S(=O)(=O)Nc2ccccc2N(C)S(=O)(=O)c2ccc(C)cc2)cc1	4	-1.4	-0.6	26*	-6
41	O=C(CSc1ncnc2c1cnn2-c1cccc(Cl)c1)NCC1CCCO1 (stereo not drawn)	-5	0.1	nt	-3	0
42	COc1ccc(C)cc1NC(=O)N1CCCc2ccccc21	9	nt	0.1	8	-2
43	CCO[C@H]1OC(C(=O)N2CCN(Cc3ccc4c(c3)OCO4)CC2)=C[C@@H](C(C)(C)C)[C@@H]1CCCO	20	0.2	0.1	1	0
44	O=C(CCS(=O)(=O)c1cc(Br)cc2c1N(C(=O)C1CC1)CC2)NCC1CCCO1 (stereo not drawn)	7	0.0	1.2	0	4
45	O=C1Nc2ccc(Br)cc2C1(O)Cc1ccncc1 (stereo not drawn)	3	-0.3	0.3	3	-2
46	COc1ccccc1N1CC(C(=O)OCC(=O)Nc2c(C)cccc2C)CC1=O (stereo not drawn)	-2	-0.5	-0.4	-1	0
47	CCCCn1c(SCC(=O)c2ccc(OC)cc2OC)nc2cc(S(N)(=O)=O)ccc21	10	nt	0.3	-5	-2
48	Cc1ccc(CCN2CC(C(=O)NCCCOC(C)C)CC2=O)cc1 (stereo not drawn)	nt	-1.5	3.3	nt	5

no.	UGM FP inh	FadD28 binding	GDH-TPI inh	BoNT-F LC inh
37	2.5	-1.7	3	6
38	2.4	-4.0	2	1
39	-0.2	0.5	12	2
40	2.6	0.9	0	1
41	0.3	1.7	1	nt
42	0.2	-1.9	3	-2
43	0.3	0.8	0	-1
44	0.5	-2.7	-2	24
45	2.2	-3.4	-6	0
46	-0.7	-1.5	-1	-5
47	-2.7	-6.7	2	-7
48	-2.9	-0.1	-3	4

Continued:
no.	SMILES	CCHFV vOTU inh	BioA inh	BoNT A protease	PrPC TRFRET	FBA Mtb inh
49	COc1cccc(N=Nc2c(C)[nH]n(-c3ccccc3)c2=O)c1	-8	-2.8	-1.2	4	0
50	Cn1cnc([N+](=O)[O-])c1Sc1ccc(Br)cc1	7	-2.5	-0.4	10	0
51	OC(c1ccc(F)c(F)c1)c1nc(-c2cccc3cccnc23)cs1 (stereo not drawn)	23	-0.3	-0.1	-7	-1
52	COc1ccc2[nH]cc(C(=O)CN3CCN(C(=O)c4ccco4)CC3)c2c1	3	0.2	-1.3	-6	2
53	COc1cccc(-c2cnc(C(O)c3cc(C)cc(C)c3)[nH]2)c1 (stereo not drawn)	12	0.1	-0.2	8	-4
54	c1ccc2c(c1)COc1c3cc4c(cc3nn1-2)OCO4	18	2.5	-0.2	-5	0
55	CC(OC(=O)c1cccs1)C(=O)NCc1ccccc1 (stereo not drawn)	10	-4.2	-3.1	1	-3
56	CCCCNC(=O)Cn1cnc2c(cnn2-c2ccc(C)cc2)c1=O	-10	-0.1	-4.6	-4	-3
57	Cc1nn(CC(=O)N2CCC(C)CC2)c(=O)c2nn(-c3ccccc3)c(C)c12	13	1.8	1.5	5	0
58	Cc1ccc(OCC(=O)N2CCN(C3CCC(c4ccccc4)CC3)CC2)cc1 (stereo not drawn)	-3	nt	0.8	-3	8
59	CN(CC(=O)Nc1ccc2c(c1)OCCO2)CC(=O)Nc1ccc(F)c(F)c1F	14	nt	-0.5	-4	-2
60	CCOC(=O)CNC(=O)/C=C/c1ccc2c(c1)OCO2	-3	nt	-1.7	-4	18
61	Cc1ccc2cc3c(nc2c1)N(Cc1ccco1)CC3	-16	-0.1	-0.1	-2	26
62	C#CCOCCOCCOCCNc1nc(N2CCN(C(=O)Cn3cc(CCO)nn3)CC2)nc(N2CCN(C(=O)Cn3cc(CCO)nn3)CC2)n1	15	-0.1	-0.5	6	-1

no.	UGM FP inh	FadD28 binding	GDH-TPI inh	BoNT-F LC inh
49	1.5	-0.3	19	-4
50	1.0	0.1	6	-2
51	nt	-2.4	10	2
52	3.1	-2.2	7	-13
53	nt	-6.0	-6	-7
54	nt	0.2	5	0
55	-1.6	-0.1	-3	-36
56	-2.4	-4.5	6	-19
57	3.0	-2.2	-2	0
58	-2.5	-1.7	2	1
59	-0.4	1.6	-2	-2
60	1.8	-0.8	16	-11
61	-2.7	-1.5	22	-6
62	nt	-2.9	2	-17
